RORg inh = qHTS for inhibitors of ROR gamma transcriptional activity; hit rate 5.4% among 310,000; Potency, µM (titrated, usually from 53.6 µM), inactives show at the highest dose activity change, negative = inhibition, most hits filed as inhibitors; Drosophila S2 Gal4-RORgamma UAS-luciferase reporter, 20 h; AID 2551, 2010; Nuclear receptor ROR-gamma (Mus musculus), P51450; also: potency is read from the fitted curve at half-maximal effect; % is scaled to controls: 0 for no effect and ±100 for the full control effect; nearly all actives have a fitted effect of over 60% in size
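ROR gamma transcriptional activity was tracked as Gal4-UAS luciferase output in stably transfected Drosophila Schneider cells, with compound added 1 hr before 700 uM copper sulfate induction and a 20 hr ambient-temperature incubation.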
Tb PFK inh = qHTS Assay to Find Inhibitors of T. brucei phosphofructokinase; AID 485367, 2010; Potency, µM (series often up to 57.5 µM), for the others: at the highest dose activity, negative = inhibition, usual class: inhibitors; T. brucei PFK, ADP-Glo luminescence; ATP-dependent 6-phosphofructokinase (Trypanosoma brucei brucei), O15648; hit rate 0.17% among 330,000;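 also: potency is read from the fitted curve at half-maximal effect; 0% = uninhibited 1x PFK enzyme wells and -100% = no-enzyme wells; nearly all actives have a fitted effect of over 60% in size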
Target sequence (O15648 whole entry, looked up): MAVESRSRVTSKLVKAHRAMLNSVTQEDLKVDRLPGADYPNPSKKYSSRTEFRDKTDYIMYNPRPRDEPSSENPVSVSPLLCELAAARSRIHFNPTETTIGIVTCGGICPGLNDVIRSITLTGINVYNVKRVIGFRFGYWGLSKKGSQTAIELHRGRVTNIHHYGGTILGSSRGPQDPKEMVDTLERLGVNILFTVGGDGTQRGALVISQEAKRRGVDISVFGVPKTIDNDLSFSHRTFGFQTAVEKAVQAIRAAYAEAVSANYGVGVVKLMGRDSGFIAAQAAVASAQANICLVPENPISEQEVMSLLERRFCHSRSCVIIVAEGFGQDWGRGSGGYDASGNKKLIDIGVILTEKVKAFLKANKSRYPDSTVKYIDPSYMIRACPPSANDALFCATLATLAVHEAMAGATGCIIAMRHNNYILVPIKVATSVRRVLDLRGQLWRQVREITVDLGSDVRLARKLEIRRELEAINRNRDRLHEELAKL
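Activity is normalized to no-enzyme wells (full inhibition) and 1.25 nM enzyme wells (no inhibition). Reaction: 0.5 mM F6P, 0.1 mM ATP, 45 min RT, ADP-Glo luminescence; concentration-response curves fitted and classed by quality.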
ELG1 DNA repair = qHTS screen for small molecules that inhibit ELG1-dependent DNA repair in human embryonic kidney (HEK293T) cells expressing luciferase-tagged ELG1; hit rate 2.3% among 330,000; Potency, µM (doses to about 46.1 µM), inactives show at the top dose activity change, negative = inhibition, usual class: inhibitors; AID 504467, 2011; HEK293T ELG1-luciferase reporter, luminescence, 16 h; DNA damage induced by 5-fluorouridine; also: potency is read from the fitted curve at half-maximal effect; % is scaled to controls: 0 for no effect and ±100 for the full control effect; nearly all actives have a fitted effect of over 55% in size
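DMSO vehicle served as the neutral condition. Each well held 2,000 cells given 5-fluorouridine plus compound; after 16 hr at 37 °C/5% CO2, ONE-Glo was added and luciferase measured 30 min later.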
ELG1 genotox = qHTS screen for small molecules that induce genotoxicity in human embryonic kidney (HEK293T) cells expressing luciferase-tagged ELG1; HEK293T ELG1-luciferase reporter, luminescence, 16 h; Potency, µM (highest dose often 46 µM), for the others: at the highest dose activity change, positive = activation, hits mostly activators; hit rate 1.3% among 330,000; AID 504466, 2011; also: potency is read from the fitted curve at half-maximal effect; % of control where 0% means no effect; nearly all actives have a fitted effect of over 60% in size
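Quantitative HTS format in 1536-well plates. HEK293T ELG1-luciferase reporter cells receive test compound and are incubated 16 hr at 37 °C, 5% CO2; ONE-Glo added, 30 min room temperature, then luminescence read.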
FLuc modulator = qHTS profiling assay for firefly luciferase inhibitor/activator using purifed enzyme and Km concentrations of substrates (counterscreen for miR-21 project). AID 588342, 2011. Potency, µM (highest dose often 57.5 µM), inactives show top-dose activity change, negative = inhibition, usual class: inhibitors. Luciferin 4-monooxygenase (Photinus pyralis), P08659. purified FLuc, Km substrates, luminescence inhibition. hit rate 6.9% among 360,000;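 also: potency is read from the fitted curve at half-maximal effect; plate controls were vehicle for no effect and reference inhibitor for full effect; nearly all actives have a fitted effect of over 55% in size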
Target sequence (P08659 whole entry, looked up): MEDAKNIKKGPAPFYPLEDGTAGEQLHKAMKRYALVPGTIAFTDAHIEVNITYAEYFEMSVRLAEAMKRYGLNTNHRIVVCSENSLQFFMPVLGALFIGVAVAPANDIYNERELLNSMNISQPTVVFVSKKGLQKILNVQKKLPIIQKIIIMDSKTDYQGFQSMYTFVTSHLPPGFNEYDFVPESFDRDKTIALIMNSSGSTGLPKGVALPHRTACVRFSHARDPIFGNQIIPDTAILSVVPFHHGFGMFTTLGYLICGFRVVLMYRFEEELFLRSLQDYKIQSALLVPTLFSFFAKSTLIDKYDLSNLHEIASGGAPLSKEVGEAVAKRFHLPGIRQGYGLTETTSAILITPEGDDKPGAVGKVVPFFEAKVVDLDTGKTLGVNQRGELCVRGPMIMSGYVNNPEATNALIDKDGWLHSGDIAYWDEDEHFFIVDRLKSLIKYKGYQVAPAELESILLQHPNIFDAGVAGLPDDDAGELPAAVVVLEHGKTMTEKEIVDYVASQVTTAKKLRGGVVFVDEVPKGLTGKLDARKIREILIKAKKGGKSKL
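Biochemical qHTS of compounds, final roughly 60 µM downward over six points, against 10 nM purified firefly luciferase using Km concentrations of substrates (10 uM D-luciferin, 10 uM ATP) in Tris acetate pH 7.5 buffer; luminescence output.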
Gal4-VP16 FLuc = VP16 counterscreen qHTS for inhibitors of ROR gamma transcriptional activity; hit rate 3.5% among 310,000; Drosophila S2 Gal4-VP16 UAS-luciferase, luminescence, 20 h; AID 2546, 2010; Potency, µM (doses to about 53.6 µM), without a hit: at the top dose activity, negative = inhibition, actives largely listed as inhibitors;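 also: Gal4-VP16 expression switched on by copper sulfate through the metallothionein promoter; potency is read from the fitted curve at half-maximal effect; % is scaled to controls: 0 for no effect and ±100 for the full control effect; nearly all actives have a fitted effect of over 50% in size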
NPC1 prom act = qHTS Assay for NPC1 Promoter Activators; hit rate 2.4% among 320,000; Huh7 NPC1 promoter luciferase reporter, 24 h; Potency, µM (titrated, usually from 9.22 µM), for inactives: at the highest dose activation, actives largely listed as activators;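 also: potency is read from the fitted curve at half-maximal effect; % of control where 0% means no effect; nearly all actives have a fitted effect of over 60% in size; reporter is driven by a mutant NPC1 promoter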
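Quantitative HTS used a cell-based reporter: Huh7 cells stably bearing the NPC1 promoter upstream of luciferase were treated with compounds for 24 h, and promoter activation was read as luminescence.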
BRCA1 expr act = qHTS Assay to Identify Small Molecule Activators of BRCA1 Expression. MCF7-BRCA1-FFLuc reporter, luminescence, 48 h; response scale: scaled: vehicle 0%, 10 µM genistein 100%. Potency, µM (titrated, usually from 46.1 µM), for the others: at the top dose activation, hits mostly activators. hit rate 1.1% among 380,000. AID 624202, 2012; also: potency is read from the fitted curve at half-maximal effect; nearly all actives have a fitted effect of over 80% in size; some results filed as inactive show a strong effect at the top dose
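Activators of BRCA1 expression were detected as increased firefly luciferase luminescence in engineered MCF7 cells after 48 h compound incubation. Signals were scaled to genistein 10 microM as full activation.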
p53 reactivator = qHTS assay for re-activators of p53 using a Luc reporter. H1299 p53-A138V BP100-luciferase reporter, luminescence, 24 h. Potency, µM (top dose mostly 92.2 µM), without a hit: top-dose activity change, positive = activation, most hits filed as activators. hit rate 0.063% among 320,000. AID 504706, 2011; also: potency is read from the fitted curve at half-maximal effect; % of control where 0% means no effect; nearly all actives have a fitted effect of over 45% in size
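p53-null H1299 cells stably carrying temperature-sensitive p53-A138V and a BP100-luciferase reporter were pinned with compounds (4-point, 1:5 series) and held 24 hrs at 37 deg C. Luminescence was read 10 min after detection reagent.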
TRPV1 agonist = HTS Assay for Compounds that Act as Agonists of the Vanilloid Receptor 1; Transient receptor potential cation channel subfamily V member 1 (Homo sapiens), Q8NER1; activation, % at 8.33 µM; TRPV1-expressing cells, Fluo-8 calcium influx, agonist mode; hit rate 0.19% among 320,000; in the data active = activation above about 80%; inconclusive = between about 30% and that limit; also: 0% is about no effect
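TRPV1-expressing cells were cultured overnight at 35.5C and loaded with Fluo-8 calcium dye for 40 to 90 min at room temperature. After a 10 s baseline, compound was added and calcium influx was read kinetically for 3 min (ex 480/em 520 nm).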
Rab9 prom act = qHTS Assay for Rab9 Promoter Activators; Huh7 Rab9 promoter-luciferase reporter, luminescence, 24 h; AID 485297, 2010; hit rate 2.8% among 320,000; Potency, µM (doses to about 9.22 µM), for inactives: top-dose activation, negative = inhibition, actives largely listed as activators; also: potency is read from the fitted curve at half-maximal effect; % of control where 0% means no effect; nearly all actives have a fitted effect of over 60% in size
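Stable Rab9-luc Huh7, 1500 cells/well, 2 h settle; cmpd in DMSO, 24 h, 37 °C/5% CO2; luciferase reagent 10 min RT; luminescence.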
Starred values were filed as active, the others as inactive; ? = inconclusive; / = not tested or not shown; & = joins results of further samples; [ ] = another dose, or the depositor's remark. Unless noted, calls follow the shape of the dose curve; as a rule, active = well fitted curve in the direction sought with a large enough effect; inconclusive = small, poorly fitted or top-dose-only effect, or another doubt; inactive = no such curve, though single readings can be large; an effect the other way counts as inactive or inconclusive. Random draw from the library; about 15% have a hit in one of these screens.

Value order: RORg inh | Tb PFK inh | ELG1 DNA repair | ELG1 genotox | FLuc modulator | Gal4-VP16 FLuc | NPC1 prom act | BRCA1 expr act | p53 reactivator | TRPV1 agonist | Rab9 prom act
> COc1ccc(NC(=O)C(=O)NCC2CCCN2S(=O)(=O)c2cc(C)ccc2C)cc1 (stereo not given)
  / | 2% | ? | -5% | 3% | / | -33%[inhibitor] | -60% | -5% | 0 | -30%[inhibitor]
> CCOC(=O)C1(CCOC)CCN(Cc2cccc(OCc3ccccc3)c2)CC1
  43% | 1% | -4% | -5% | -2% | 13% | 1% | 0% | / | 5 | -6%
> O=C(CSc1nnc(COc2ccc(Cl)cc2)n1Cc1ccco1)c1ccccc1F
  -11% | 3% | ? | -2% | -6% | -24% | 2% | -17% | 11% | 5 | 0%
> Cc1cc(C)n(-c2ccc(C(=O)OCc3ccccc3)cc2)n1
  -3% | 0% | ? | 1% | ? | 18% | 0% | 14% | ? | ? | 16%
> CO/N=C/c1ccc(N2CCN(C(=O)c3cccc(C(F)(F)F)c3)CC2)c([N+](=O)[O-])c1
  ? | -2% | ? | -8% | 3% | ? | -6% | -53% | -10% | 6 | -1%
> COc1cc2c(cc1OC)C(c1ccc(-c3ccccc3Cl)o1)=NCC2
  11µM* | 0% | ? | 11% | 2.1µM* | 11µM* | 17% | -86%[inhibitor] | 13% | 6 | -2%
> O=C(O)CCCn1cc(NC(=O)c2sc3ccccc3c2Cl)cn1
  14µM* | 25% | 19% | 3% | 27µM* | 5µM* | -2% | 1% | -2% | 0 | -4%
> CCOc1ccc(S(=O)(=O)N2CCCC(C(=O)NCc3ccncc3)C2)cc1C (stereo not given)
  16% | 2% | ? | -14% | 1% | -5% | -1% | 0% | -3% | ? | -1%
> C=CCn1c(=O)c2ccccc2n2c(SCC(C)=O)nnc12
  11% | 0% | 22% | -1% | 2% | 4% | 0% | -3% | -2% | -2 | 0%
> O=C(NCCc1ccccc1)c1ccc(=O)[nH]c1
  -4% | 0% | 28% | 5% | -20% | -2% | 12% | 2% | 9% | 7 | 16%
> O=C(C1=C[C@@H](C2CC2)C[C@@H](OCCCCO)O1)N1CCN(Cc2ccc3c(c2)OCO3)CC1
  17% | 3% | -10% | 4% | -2% | -21% | -2% | 10% | -3% | 5 | 7%
> CC(=O)c1ccc(NC(=O)CN2C(=O)COc3ccc(Cl)cc32)cc1
  -1% | -8% | 9% | 5% | -2% | -3% | 1% | 8% | -6% | / | 1%
> CC(C(=O)NC1CCCC1)N1CCN(Cc2ccccc2)CC1 (stereo not given)
  38% | 2% | -9% | 17% | -2% | 6% | 0% | 5% | -5% | 15 | 0%
> Cc1ccc(Cl)cc1N1CCN(C(=O)c2cc3c(=O)n(C)c4ccccc4c3n2C)CC1
  -1% | -6% | ? | -16% | 1% | -3% | -26% | 3% | -2% | 4 | -26%
> COc1ccc(C)cc1NC(=O)c1cc(S(=O)(=O)N2CCCCC2)ccc1N1CCOCC1
  / | -2% | 15µM* | 0% | / | / | -2% | -30% | 3% | 21 | 12%
> Cc1nc(Nc2ccc(Cl)cc2)c2nnn(Cc3ccccc3)c2n1
  5% | 1% | -1% | 0% | 5% | -3% | -3% | -39% | -1% | -2 | -1%
> Cc1ccc(C)c(NC(=S)NC(NC(=O)Cc2ccccc2)C(Cl)(Cl)Cl)c1 (stereo not given)
  ? | -2% | 0% | 1% | 6% | ? | 0% | -2% | -11% | -4 | 0%
> COc1cc(C(=O)NCCC(=O)NCCN2CCOCC2)cc(OC)c1OC
  -19% | 6% | 15% | 2% | 4% | -1% | -1% | 13% | -7% | -2 | -7%
> Cc1ccc(-c2nnn(CC(=O)N(Cc3ccccc3)C(C(=O)NC3CCCC3)c3ccncc3)n2)o1 (stereo not given)
  43% | 6% | -4% | -1% | 4% | 1% | 3% | -40% | -19% | 9 | -7%
> CCSc1nnc(NC(=O)C(Cc2ccccc2)n2cccc2)s1 (stereo not given)
  -7% | 0% | 5% | -4% | 2% | -16% | -2% | -17% | -1% | -1 | 3%
> Cc1ccc2c(CC(=O)NNC(=O)c3ccncc3)coc2c1
  / | -6% | ? | -4% | -10% | / | 0% | -1% | 4% | 4 | -10%
> O=C(C1CCN(S(=O)(=O)c2cnc[nH]2)CC1)N(CCc1ccccc1)Cc1ccccc1
  39% | 1% | 18% | 0% | 8% | -11% | 2% | 20% | 8% | 6 | 4%
> O=C(NCc1ccccc1Cl)c1ccc(NC2=NC3CS(=O)(=O)CC3S2)cc1 (stereo not given)
  -8% | -3% | 10% | 8% | 0% | 8% | -5% | 3% | / | 9 | 1%
> CC1CCCC(NS(=O)(=O)c2cc3c(cc2Cl)NC(=O)CO3)C1C (stereo not given)
  -26% | -5% | 10% | 3% | -1% | 7% | -1% | -3% | / | 2 | -5%
> CCn1ncc(NC(=S)NCCc2ccccc2)c1C(N)=O
  -13% | -11% | 7% | -1% | -2% | ? | 3% | 4% | -2% | 4 | 1%
> Cc1ccc(CNS(=O)(=O)c2c(C(=O)N3CCCCC3)c(C)n(C)c2C)o1
  -18% | -5% | 12% | -1% | -3% | -9% | 3% | 15% | 2% | 5 | -1%
> CCSc1n[nH]c(=O)[nH]c1=O
  -12% | 4% | -7% | 1% | 1% | -2% | -3% | 0% | 2% | -1 | -7%
> COc1ccc(SCCN2CCN(CC(C)C)CCC2=O)cc1
  15%&5% | 5% | 2% | 0% | -2% | -4%&9% | -1% | -31% | 10% | 27 | -8%
> COc1cccc(-n2nc3c(-n4ncc(C#N)c4N)nnc(C)c3c2C)c1
  -19% | 1% | ? | 1% | -1% | -7% | -3% | -2% | -6% | 0 | 0%
> COc1ccc(CC(=O)O)cc1O
  1% | -2% | ? | 1% | 0% | -7% | -3% | 4% | 3% | 0 | 2%
> COCC(=O)N1CCC(Oc2ccc(C(=O)NC(C)c3nccs3)cc2)CC1 (stereo not given)
  -14% | -1% | 5% | 1% | 3% | -1% | -4% | -4% | 12% | 3 | 4%
> Cn1c(SCc2nc(-c3ccccc3)no2)nnc1-c1cccs1
  ? | 2% | 0% | -2% | -2% | -2% | -5% | 3% | 5% | 1 | 0%
> Cc1ccc(SCc2[nH]nc3c2C2(C(=O)Nc4ccc(F)cc42)C(C#N)=C(N)O3)cc1 (stereo not given)
  21% | 3% | -6% | -1% | -1% | 0% | -2% | -25% | -5% | -3 | -5%
> COc1ccc(C(=S)N2CCN(c3cccc(Cl)c3)CC2)c(OC)c1
  -34% | 1% | ? | -7% | -9% | -12% | -29% | -21% | 2% | -3 | -22%
> C=CCNC(=S)NNC(=O)c1cccnc1
  ? | 1% | -3% | 1% | -2% | -17% | -1% | 1% | -3% | 3 | 0%
> Cc1ccc(-c2nc(-c3cccnc3)no2)c(C)c1
  2% | 6% | ? | 5.2µM* | ? | 3% | 2µM* | 6.3µM* | / | 2 | 1.8µM*
> Cc1c(C(=O)OCC(=O)Nc2ccc(N3CCOCC3)cc2)oc2ccccc12
  / | 0% | 24% | -6% | 4% | / | 4% | -20% | 17% | -1 | -3%
> O=C(c1ccco1)N1N=C(c2ccco2)CC1c1ccc(Cl)cc1Cl (stereo not given)
  / | -3% | 15% | 8% | / | / | 0% | -14% | -10% | 2 | 1%
> Oc1ccccc1/C=N/n1c2ccccc2c2ccccc21
  -2% | 2% | -11% | -1% | ? | 0% | 17% | -63% | 1% | -4 | 6%
> CCOC(=O)CCn1nc(-c2ccc(Cl)cc2)cc1N
  8% | -4% | ? | ? | ? | 25% | ? | ? | 11% | 10 | ?

Screening results: PubChem BioAssay, National Center for Advancing Translational Sciences (NCATS)
